bub3 = NCI yeast anticancer drug screen, S. cerevisiae bub3 mutant strain; AID 167; 78,000 tested, 9.9% active; % growth inhibition at 50 µM;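 also: 0% = growth of vehicle-only cultures of the same strain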
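Readout: yeast growth inhibition, expressed relative to vehicle-only wells. The test organism is a mutant strain from a panel with lesions in DNA repair or checkpoint genes.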
yeast cln2 rad14 = NCI yeast anticancer drug screen, S. cerevisiae cln2 rad14 strain | % growth inhibition at 50 µM | 78,000 tested, 8.3% active;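 also: 0% = growth of vehicle-only cultures of the same strain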
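Yeast strain cln2 rad14, bearing defects in cell cycle control and DNA repair, serves as the test system; values reflect growth inhibition compared with vehicle.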
yeast sgs1 mgt1 = NCI yeast anticancer drug screen, S. cerevisiae sgs1 mgt1 strain; % growth inhibition at 50 µM; 78,000 tested, 10% active;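 also: 0% = growth of vehicle-only cultures of the same strain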
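Read-out: growth inhibition vs vehicle controls. Cells: mutant yeast strain deficient in DNA damage repair.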
rad50 = NCI yeast anticancer drug screen, S. cerevisiae rad50 strain; AID 155; 79,000 tested, 10% active; % growth inhibition at 50 µM;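 also: 0% = growth of vehicle-only cultures of the same strain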
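Yeast carrying a defined DNA repair defect were exposed to test compounds, and growth was compared with vehicle-treated controls to give percent inhibition.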
yeast mlh1 rad18 = NCI yeast anticancer drug screen, S. cerevisiae mlh1 rad18 strain; 79,000 tested, 11% active; growth inhibition, % at 50 µM;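 also: 0% = growth of vehicle-only cultures of the same strain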
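Cells of a genetically altered yeast strain, deficient in DNA damage repair, were treated with compound. Their growth was then compared with that of vehicle-treated cultures to give inhibition.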
mec2-1 = NCI yeast anticancer drug screen, S. cerevisiae mec2-1 strain; 79,000 tested, 9% active; AID 157; growth inhibition, % at 50 µM;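 also: 0% = growth of vehicle-only cultures of the same strain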
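Yeast mec2-1 mutant treated with compound. Readout: growth inhibition vs vehicle controls.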
* marks the source's active call; other numbers are inactive results; & = joins results of further samples. Rule as the data show it: active = growth inhibition above about 70%; inactive = the rest.

compound	rad50	bub3	mec2-1	yeast sgs1 mgt1	yeast mlh1 rad18	yeast cln2 rad14
O=C(c1ccccc1)c1ccc2c(c1)N=C(c1ccc(Cl)c(Cl)c1)CC(c1ccc3ccccc3c1)N2 (stereo not given)	22	-4	15	-7	17	-34
Cc1cc2nc3c(=O)[nH]c(=O)nc-3n(CCN(CCO)CCO)c2cc1Cl	59	2	8	48	18	15
CCCCCN(CCCC)Cc1ccccc1	-9	-7	2	-6	3	-43
O=C1C(c2ccccc2)=C(c2ccccc2)c2ccccc21	-8	32	20	21	14	-18
CCc1ccc(-c2ccccc2)cc1	9	9	-3	-4	9	77*
CCC1(c2ccccc2)CCC(C#N)C1=N (stereo not given)	40	-24	13	15	18	-6
O=P(O)(O)CCC(CC(F)(F)C(F)(F)C(F)(F)C(F)(F)C(F)(F)C(F)(F)C(F)(F)F)P(=O)(O)O (stereo not given)	36	-2	8	37	19	-25
COc1cc(C/C=C/c2ccccc2)c(OC)cc1O	64	65	62	54	49	76*
O=C(C[n+]1csc2ccccc21)c1ccccc1	9	30	15	17	4	20
CC1CN=C(c2ccc(N)cc2)S1 (stereo not given)	13	-10	6	12	12	8
O=C1NC(c2ccccc2)(c2cccs2)C(=O)N1C1c2ccccc2Oc2ccccc21 (stereo not given)	90*	87*	85*	91*	87*	84*
Cc1ccc(C(=O)NC2CCCCC2)cc1	6	-5	-6	-2	-1	-15
CC(C)(CCCCC(C)(C)[N+](C)(C)C)[N+](C)(C)C	85*	85*	88*	89*	91*	87*
Cc1cc(C)[n+](C)c(/C=C\c2ccccc2Cl)n1	5	-2	-2	11	22	15
CC(=O)N1c2ccccc2Sc2ccc3ccc(C(=O)CCl)cc3c21	87*	89*	91*	90*	88*	88*
Nc1ccc(N=Nc2c(N)ccc3cc(S(=O)(=O)O)cc(O)c23)c(S(=O)(=O)O)c1	13	12	-36	-3	9	38
O=C(OC1(c2ccccc2)CC2CC1C1CCCC21)c1ccc([N+](=O)[O-])cc1 (stereo not given)	16	-5	10	8	4	18
C=C1C(=O)OC2/C=C(\C)C(O)/C=C\C(C)(O)CC(OC(=O)/C(C)=C/C)C12 (stereo not given)	-18	-35	-38	-3	-27	-2
CC(C)C1=CC(=O)C(C)(C2=NC(C)(C)CO2)c2ccccc21 (stereo not given)	0	-10	-9	4	5	23
CCNC(=O)Nc1ccccn1	-8	-5	-2	9	-2	0
O=c1onc2n1-c1cc(Cl)ccc1C(=S)N1CSCC21 (stereo not given)	1	2	8	14	12	5
Cc1cccc(-c2cc(=O)c3c(C)ccnc3[nH]2)c1	10	-3	-1	-1	-13	-4
CCCNc1ccc(C2=NCCCN2)cc1	1	18	-19	-4	-2	7
OC1c2ccccc2C(O)C2C3C=CC(CC3)C12 (stereo not given)	-14&3	-2&-4	-10&-2	-14&6	-7&1	-14&1
CCCCCCCCNc1ncnc2[nH]ncc12	7	47	11	22	14	6
COc1ccc(C2Cc3cc(OC)c(OC)cc3C(c3ccc(OC)c(OC)c3)N2)cc1OC (stereo not given)	9	6	-8	-29	3	-9
COC(=O)[C@H](Cc1ccccc1)NP(=O)(OCCC#N)OCC1OC(n2cc(C)c(=O)[nH]c2=O)CC1N=[N+]=[N-] (stereo not given in full)	1	-20	-13	-19	-36	-20
CCC(=O)CC(C)=O.CCC(=O)CC(C)=O.[Cu]	-10	-2	19	6	14	-31
O=C1NC(=O)/C(=C/C=C/c2ccccc2)S1	41	48	26	48	90*	77*
Oc1ccc[n+](Cc2ccccc2)c1	-26&-8	-23&-50	-44&-24	-12&-47	-11&-22	25&7

Profiles from above:
Nc1ccc(N=Nc2c(N)ccc3cc(S(=O)(=O)O)cc(O)c23)c(S(=O)(=O)O)c1 in the list: rad50: 13; bub3: 12; mec2-1: -36; yeast sgs1 mgt1: -3; yeast mlh1 rad18: 9; yeast cln2 rad14: 38
OC1c2ccccc2C(O)C2C3C=CC(CC3)C12 (stereo not given) in the list: rad50: -14&3; bub3: -2&-4; mec2-1: -10&-2; yeast sgs1 mgt1: -14&6; yeast mlh1 rad18: -7&1; yeast cln2 rad14: -14&1

Continuation:
compound	rad50	bub3	mec2-1	yeast sgs1 mgt1	yeast mlh1 rad18	yeast cln2 rad14
Cc1ccc(/C(O)=C/C(=O)C(=O)NC23CC4CC(CC(C4)C2)C3)cc1	37	16	15	32	23	25
NC(CSSCC(N)C(=O)Nc1ccc2ccccc2c1)C(=O)Nc1ccc2ccccc2c1 (stereo not given)	89*	89*	92*	92*	88*	90*
O=C1Nc2ccccc2C12OCCS2 (stereo not given)	-4	5	25	17	7	-7
CC1CCC2Nc3ccccc3C2C1 (stereo not given)	17	2	-12	14	24	-20
Oc1ccc(Cn2c(-c3ccc(O)cc3)nc3ccccc32)cc1	-7	1	-5	-10	-13	5
Oc1ccccc1-c1cc(-c2ccccc2)nc(NCCCCNc2nc(-c3ccccc3)cc(-c3ccccc3O)n2)n1	-5	-2	-4	-15	-3	-22
Nc1ccnc(SCCCCc2ccccc2)n1	16	74*	64	59	64	-6
CC/C(=C\c1ccc(OC)cc1)c1ccc(OC)cc1	-16	2	-31	7	-5	5
Cc1c(O)c(=O)ccn1CCO	-8	14	14	-31	-62	20
N#CC(C(=O)c1ccccc1)c1ccccc1 (stereo not given)	25	-25	-2	21	21	-7
CCOC(=O)/C(=C/O)NC(=O)c1ccccc1	-10	-10	19	-6	19	-19
Cc1ccc(C)c(O)c1	-27	-8	-39	-13	1	-23
O=[N+]([O-])c1ccc(N=Cc2ccccc2O)cc1	-20	8	-8	-24	-7	4
O=C(CCCn1ccnc1[N+](=O)[O-])NCCn1ccnc1	6	-9	-17	-20	-34	9
Cc1cccc2nc(-c3ccccn3)n(CCc3ccncc3)c12	99*	99*	99*	99*	99*	98*
CC(=O)NC1C(OCc2ccccc2)OC(CO)C(O)C1OC(C)C(=O)NC(C)C(=O)N[C@@H](CCC(=O)OCCCNC1c2ccccc2Nc2cccc([N+](=O)[O-])c21)C(N)=O (stereo not given in full)	63	12	83*	78*	78*	84*
CC(C(=O)O)C(=O)NNc1ccccc1 (stereo not given)	8	-2	-18	-7	-16	8
CC(=O)N(CCC(C)C)CCC(C)C	18	-8	2	6	-11	14
Cc1nc(C(N)=S)sc1C(=O)CC(=O)C(=O)Nc1ccccc1[N+](=O)[O-]	0	17	-9	11	2	7
Nc1nc(C=O)c(CCc2ccccc2)c(=O)[nH]1	7	-11	9	-8	-12	-29
COC(=O)CCCC(=O)NC1=C(NCc2ccccc2)C(=O)c2ccccc2C1=O	10	32	12	34	0	14
CCS(CC)(CC)CC1CCCC2=CCC(P(=O)(c3ccccc3)c3ccccc3)CC21 (stereo not given)	87*	68	79*	88*	72*	24
CSC(N)=NC1CCCCC1	-7	36	0	-6	6	-30
COc1cc2c(C)cc(=O)oc2c(OCC(O)CN2CCCC2)c1OC (stereo not given)	-1	-4	14	-6	-5	1
O=C(Nc1ccccc1)Oc1ccc(/C=N/Sc2cccc([N+](=O)[O-])c2)cc1	67	74*	61	74*	62	21
CN(C)CCCNC(=O)CNC(=O)c1cc(NC(=O)c2cc(NC(=O)c3cc(NC(=O)CCNC(=O)c4cc(NC(=O)c5cc(NC(=O)c6nccn6C)cn5C)cn4C)cn3C)cn2C)cn1C	7	19	-16	19	-3	18
CCN(CC)C(C)=O	-31	5	-1	7	1	-30
N#CSC#CCCC#CSC#N	93*	92*	94*	94*	89*	93*
Cc1nc2c(=O)[nH]c(=O)n(C)c2[nH]c1=O	-1	-1	2	9	-3	13
O=c1[nH]c(-c2ccncc2)nnc1-c1ccc(Cl)cc1	-4	2	-8	-12	-14	-27
Cc1cccc2c(Cl)c3cccc(C)c3nc12	75*	-29	-16	-16	10	2
S=c1nn[nH]n1-c1cccc2ccccc12	5	-11	2	-5	-4	3
CCNC(=O)OCCN1C(=O)C2C3CCC(O3)C2C1=O (stereo not given)	5	8	11	22	13	3
CC(COC(=O)C(C1C=CCC1)C1C=CCCC1)N1CCCC1 (stereo not given)	-1	-11	-9	15	11	-8
NC(Cc1ccc([N+](=O)[O-])cc1)C(=O)O (stereo not given)	-7	-11	18	2	-9	-35
C[N+](C)([O-])CCNC(=O)c1cccc2cc3ccccc3nc12	-10	10	-9	-24	-46	4
COc1ccc2[nH]c(-c3cccc(N(C)C)c3)cc(=O)c2c1	-26	-26	-8	-12	-71	-4
O=C(O)C1C2C=CC(O2)C1C(=O)NCc1cccnc1 (stereo not given)	27	-32	23	25	18	1
O=C(NNC(=O)c1ccccc1O)c1ccccc1O	56	74*	37	61	50	36
Oc1ccccc1-c1nnco1	-2	-2	-14	0	-9	4
COC(=O)c1cccc2ccc3cccc(C=O)c3c12	-29	12	7	-6	-14	-31
CCOC(=O)C(Cc1cn(S(=O)(=O)c2ccc(C)cc2)cn1)P(=O)(OCC)OCC (stereo not given)	-35	-17	-4	-13	-14	14
CCN(CC)CCCC(C)N (stereo not given)	-19	-1	-12	-7	3	30
C/C(CC(=O)Nc1cc(C)ccc1C)=N\NC(=O)c1ccncc1	12	-1	0	11	1	23
CCC1=CCN(c2cc(C)ccn2)OC1c1ccc(OC)cc1 (stereo not given)	48	61	6	48	6	14

The final 5 entries of the section before lead into the next.
compound	rad50	bub3	mec2-1	yeast sgs1 mgt1	yeast mlh1 rad18	yeast cln2 rad14
COC(=O)c1cccc2ccc3cccc(C=O)c3c12	-29	12	7	-6	-14	-31
CCOC(=O)C(Cc1cn(S(=O)(=O)c2ccc(C)cc2)cn1)P(=O)(OCC)OCC (stereo not given)	-35	-17	-4	-13	-14	14
CCN(CC)CCCC(C)N (stereo not given)	-19	-1	-12	-7	3	30
C/C(CC(=O)Nc1cc(C)ccc1C)=N\NC(=O)c1ccncc1	12	-1	0	11	1	23
CCC1=CCN(c2cc(C)ccn2)OC1c1ccc(OC)cc1 (stereo not given)	48	61	6	48	6	14
COC(=O)/C=C(/C)c1ccccc1	2	1	2	1	-4	6
CC1=CC(C)(C)NC(=S)N1c1cc(Cl)ccc1Cl	-25	26	11	12	-1	-24
COc1ccc(OC)c(NC(=O)c2c(Br)c(Br)c(Br)c(Br)c2C(=O)O)c1	4	2	26	-5	-21	4
S=c1[nH]c2ccccc2o1	25&-1	40&47	-5&-5	21&-8	45&16	-3&-20
CSc1nc2c(c(=O)n(C)c(=O)n2C)n1C	30	9	-3	-11	25	8
Nc1ncnc2c1ncn2C1CCC(CP(=O)(O)O)C1 (stereo not given)	-7	-5	-25	-23	0	-29
O=C1c2ccccc2CC12Cc1cc3c(cc1C2=O)CCC3 (stereo not given)	5	44	-17	-17	19	26
CC(C)CCOC(=O)C(O)c1ccccc1 (stereo not given)	16	-26	3	0	8	-22
COc1cc2c(cc1OC)/C(=C\c1ccccc1N)C(=O)OC2	-19	3	-3	6	4	-13
Cc1cnc(NCCCN(C)C)c2c1[nH]c1ccc3cc(O)ccc3c12	25	-2	14	2	21	14
CCOC(=O)C(CCc1ccccc1[N+](=O)[O-])(CCc1ccccc1[N+](=O)[O-])C(=O)OCC	12	11	-1	6	38	-9
COc1ccc2ccc3c(c2c1)CCC(C(=O)O)C3CC(=O)O (stereo not given)	42	77*	98*	44	84*	94*
O/N=C1\CCCC\C1=N/O.O/N=C1\CCCC\C1=N/O.[Pt]	35	-2	-1	8	8	19
CC(C)C1CCC2(C)C(CCC3C4(C)CCCC32OC4=O)C1 (stereo not given)	-18	0	-14	-5	24	-27
COc1ccn(CC(C)=O)c(=O)n1	-46	-10	-22	-9	5	-40
[B-][N+]1(C)CC[N+]([B-])(C)CC1 (stereo not given)	-1	-6	6	-7	-12	16
O[C@@H]1CC2(Cl)CC1(Cl)C(Cl)=C2Cl (stereo not given in full)	19	-4	6	12	18	-2
O=C1C2=C(c3ccccc31)C(c1ccccc1Cl)N1C(=O)CSC1=N2 (stereo not given)	68	54	50	54	60	49
OC(CCN1CC2CCC(CC2)C1)(Cc1ccccc1)c1ccc(F)cc1 (stereo not given)	-4	23	-8	23	-7	-5
O=C(Nc1ccccc1C(=O)N/N=C/c1ccccc1Cl)c1ccccc1Cl	-37	0	-14	5	4	-26
O=C(c1ccccc1)N1C(=S)N=C(Nc2ccccc2)C1=Nc1ccccc1	-16	-21	-27	-10	-36	-30
NC(=O)C(=O)N/N=C(\CC1(O)C(=O)Nc2ccccc21)c1ccc2ccccc2c1 (stereo not given)	17	35	16	8	12	48
CC#CCCCC1(C)CCNC1=S (stereo not given)	14	1	10	30	25	22

Source: PubChem (NCI)
